High-throughput results: PubChem BioAssay, several laboratories
Dengue-2 NS5 capping: Dengue-2 NS5 methyltransferase inhibitors, primary screen, biochemical, confirmation dose response (AID 588689) | one-dose inhibition, % at 25 µM; IC50 in µM for titrated hits | hit rate 0.3% among 340,000 | Dengue-2 NS5 methyltransferase capping enzyme assay, biochemical; higher % means a stronger effect; in the data active means a potency from the dose series; inconclusive means inhibition above about 29% without an active follow-up result
HIV peptide binding: inhibitors of HIV fusion peptide binding, primary screen, biochemical, uHTS, fluorescence dequenching (AID 1986) | cell-free peptide binding, fluorescence dequenching, 30 min; higher % means a stronger effect | hit rate 0.3% among 290,000 | inhibition, % at 20 µM, or IC50 in µM where a hit was titrated; in the data active means inhibition mostly above about 52%, no sharp cut-off; inactive means mostly below about 76%; further: some results filed as inactive read as strong as hits
GPR55 activation: GPR55 agonists via beta-arrestin recruitment, primary screen, imaging, U2OS cells, beta-arrestin-GFP redistribution (AID 1961); activation, % at 10 µM; hits with a dose series show EC50 in µM; hit rate 0.048% among 290,000; U2OS GPR55 beta-arrestin-GFP redistribution imaging; higher % means a stronger effect;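 active means activation above 40% with more than 50 cells counted in the well; inconclusive means wells holding fewer than 50 cells, flagged as toxic or sparse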;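 further: U2OS osteosarcoma cells stably expressing GPR55 and beta-arrestin-GFP; plate controls were DMSO negative control for no effect and LPI positive control for full effect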
KOR beta-arrestin-1: KOR antagonists, beta-arrestin recruitment, cell-based, luminescence, uHTS (AID 1778). KOR beta-arrestin recruitment, luminescence, antagonist mode; higher % means a stronger effect. one-dose inhibition, % at 10 µM; IC50 in µM for titrated hits. hit rate 0.091% among 290,000; in the data active means inhibition above about 50%; further: strong numbers were not always called active
GPR35 antagonists: GPR35 antagonists blocking zaprinast-driven arrestin recruitment, primary screen, imaging, U2OS, beta-arrestin-GFP, zaprinast agonist (AID 2058); U2OS GPR35 beta-arrestin-GFP translocation imaging, zaprinast antagonism; higher % means a stronger effect; inhibition, % at 10 µM, or IC50 in µM where a hit was titrated; hit rate 0.052% among 290,000;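 active means inhibition of at least 50% with at least 30 cells and total cytoplasm GFP at most 10,000,000; inconclusive means under 30 cells or total GFP of 10,000,000 plus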
GPR55 LPI antagonism: inhibition of LPI-stimulated GPR55 beta-arrestin translocation – imaging, U2OS, beta-arrestin-GFP, LPI agonist, primary screen (AID 2013); U2OS GPR55 beta-arrestin-GFP translocation imaging, LPI antagonism; higher % means a stronger effect; inhibition, % at 10 µM, or IC50 in µM where a hit was titrated; hit rate 0.13% among 290,000;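 active means spots per cell inhibited over 60%, with over 100 cells counted and total cytoplasm intensity under 500,000; inconclusive means wells with under 100 cells, flagged as likely toxic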;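 further: U2OS cells stably carrying GPR55 and arrestin-GFP stimulated by 5 µM LPI near EC80; imaged beta-arrestin-GFP aggregate spots per cell after agonist stimulation; plate controls were LPI-stimulated DMSO wells for no effect and DMSO wells without LPI for full effect; some results filed as inactive read as strong as hits; confirmed hits need IC50 under 10 µM and bright autofluorescent wells are also inconclusive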
West Nile virus CPE: West Nile virus antiviral activity, cell-based, CPE readout (AID 1621) | West Nile virus-infected cells, CPE inhibition; higher % means a stronger effect | one-dose CPE inhibition, % at 10 µM; IC50 in µM for titrated hits | hit rate 0.02% among 290,000; in the data active means a potency from the dose series; inconclusive means CPE inhibition mostly from about 3.7% at the one dose, without a potency; inactive means the rest, 99 in 100 with CPE inhibition below about 2.2%; further: strong numbers were not always called active
KOR beta-arrestin-2: kappa opioid receptor activators – cell-based, luminescence, uHTS, primary screen (AID 1777) | KOR beta-arrestin recruitment, luminescence; higher % means a stronger effect | hit rate 0.02% among 280,000 | one-dose activation, % at 10 µM; EC50 in µM for titrated hits; in the data active means activation above about 50%, passing the limit was not always enough; further: a part of the inactive calls stands beside numbers as strong as those of hits
NOD1 NF-kB reporter: inhibition of NOD1-driven NF-kB reporter – cell-based, luminescence, uHTS, primary screen (AID 1578) | inhibition, % at 4 µM; hits with a dose series show EC50 in µM | NOD1-driven NF-kB luciferase reporter cells, luminescence; higher % means a stronger effect | hit rate 1% among 290,000; in the data active means inhibition mostly above about 36%, no sharp cut-off; inactive means mostly below about 34%;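 further: HEK-293T reporter cells stimulated with the NOD1 agonist gamma-tri-DAP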
* hit, by the source's call; ? = inconclusive; nt = no result given; [ ] = another dose, or the depositor's remark. These rows are one share of the data, so the mix of outcomes need not match the whole.

SMILES	Dengue-2 NS5 capping	HIV peptide binding	GPR55 activation	KOR beta-arrestin-1	GPR35 antagonists	GPR55 LPI antagonism	West Nile virus CPE	KOR beta-arrestin-2	NOD1 NF-kB reporter
Cc1ccc(C(=O)N2CCCC(CCC(=O)NCc3ccccc3F)C2)cn1 (stereo unspecified)	-4.2%	-1.7%	0.8%	33.5%	-0.6%	19.5%	-0.4%	-6.7%	33.0%
COCCNC(=O)CN(Cc1ccc(F)cc1)C(=O)CCC(=O)Nc1nccs1	-0.8%	-0.5%	0.1%	9.7%	3.5%	5.5%	-0.2%	-3.9%	-7.6%
CC(C)C(=O)NC(c1ccccc1)c1cc([N+](=O)[O-])c2cccnc2c1O (stereo unspecified)	0.7%	16.7%	0.9%	25.2%	-15.9%	13.8%	?	0.8%	1.9%
COc1ccc(CCNC(=O)COc2ccc3c(C)cc(=O)oc3c2)cc1OC	1.6%	0.0%	0.0%	-5.3%	-2.8%	3.7%	-0.6%	-2.0%	-26.9%
CCCC(=O)Nc1nc(-c2ccc3c(c2)OCCO3)cs1	-2.8%	-0.1%	-0.3%	26.6%	-8.5%	6.5%	-0.1%	-1.8%	-37.2%
CCC(Oc1cc(Cl)ccc1Cl)C(=O)NN1C(=O)C2C3CCC(C3=C(C)C)C2C1=O (stereo unspecified)	-4.1%	-0.7%	0.2%	-3.7%	6.9%	1.2%	-1.4%	nt	25.3%
COc1ccc(N2CCN(Cc3cc(OC)c(O)c([N+](=O)[O-])c3)CC2)cc1	8.0%	-0.2%	0.2%	7.6%	-1.7%	-2.5%	-0.3%	-1.6%	-31.0%
Cc1cc(SCC(=O)Nc2cccc(S(=O)(=O)NC3=NCCCCC3)c2)c(C)cc1Br	-1.3%	0.8%	0.9%	-8.2%	-4.3%	7.7%	-0.3%	5.5%	24.0%
CCN(CC)c1nc2cc(C)ccc2cc1/C=C(\C#N)C(N)=O	-18.0%	8.1%	-0.7%	-9.4%	-4.1%	-6.6%	-1.2%	-2.3%	-29.2%
O=C(NCC1CCCO1)C1CCN(S(=O)(=O)c2cc(Cl)ccc2Cl)CC1 (stereo unspecified)	1.6%	-0.6%	0.0%	-20.4%	-8.4%	0.2%	0.1%	3.1%	30.1%
CN(C(=O)Cn1cccc1C1=NC(c2ccccc2)CO1)c1ccccc1 (stereo unspecified)	-3.6%	-0.5%	0.1%	-10.3%	6.0%	1.4%	-0.6%	-0.1%	-7.2%
COc1ccccc1-c1nnc(SCC(=O)NCc2c(C)c(Cl)cc(C(C)C)c2O)o1	-2.8%	1.4%	-0.1%	26.0%	-6.2%	11.3%	nt	5.4%	-20.4%
O=S(=O)(CC(O)COc1ccccc1Cl)c1ccccc1 (stereo unspecified)	2.0%	-0.3%	0.3%	4.7%	18.6%	15.8%	-0.1%	-0.5%	-9.3%
CC(C)(O)C#Cc1ccc(C(=O)N2CCN(c3ccc(F)cc3)CC2)cc1	-2.9%	3.6%	-1.0%	12.4%	-7.3%	11.3%	-0.5%	0.4%	-4.9%
COC(=O)c1ccc2c(c1)SC1=C(CCCC1=O)N2	?	18.3%	0.2%	13.1%	13.5%	1.5%	0.1%	-2.7%	-11.5%
CCn1ncc(C2=NOC(C(=O)NCC(C)C)C2)c1C (stereo unspecified)	-4.9%	-1.4%	-0.2%	20.9%	-7.6%	1.7%	-0.2%	-11.4%	-9.7%
CC(C)c1nc(NCCN2CCOCC2)c(C#N)c2c1COC(C)(C)C2	1.6%	-1.1%	-0.3%	-0.1%	-5.4%	2.1%	0.2%	5.0%	9.5%
NS(=O)(=O)c1ccc(CCNS(=O)(=O)c2ccc3c(c2)NC(=O)CO3)cc1	-0.9%	2.9%	0.3%	-18.2%	1.5%	8.2%	2.3%	1.9%	11.6%
Nc1n[nH]c(=S)n1-c1ccc(Cl)cc1	-12.3%	0.1%	0.4%	12.5%	-2.6%	-1.2%	0.2%	0.5%	3.0%
CN1CCN(C(CNS(=O)(=O)c2cccs2)c2cccnc2)CC1 (stereo unspecified)	-5.5%	1.8%	-0.1%	-5.8%	-0.7%	19.2%	-0.2%	-6.8%	-1.9%
Cn1c(SCC(=O)Nc2cc(Cl)cc(Cl)c2)nnc1-c1ccc2nonc2c1	nt	-1.9%	0.3%	nt	24.5%	-11.7%	-0.3%	3.9%	6.0%
O=C(NCc1ccc(Cl)cc1)C1CCN(S(=O)(=O)c2ccc(N3CCCC3=O)cc2)CC1	-0.9%	1.5%	0.6%	0.5%	-6.7%	11.5%	-0.6%	0.6%	5.7%
CCOc1ccc(NC(=O)CCn2c(=O)[nH]c3ccsc3c2=O)cc1	8.2%	14.9%	-0.1%	-3.2%	-2.6%	-4.4%	-0.6%	2.4%	0.2%
CC(=O)Nc1ccc(NC(=O)COC(=O)c2c(C)nn(-c3ccccc3)c2C)cc1	-4.4%	0.7%	0.3%	4.7%	-19.3%	6.4%	0.1%	0.1%	-17.2%
CCN(Cc1ccccc1)S(=O)(=O)c1ccc(C(=O)Nc2nnc(-c3ccccc3OC)o2)cc1	0.0%	-1.0%	-0.1%	-38.2%	2.8%	2.7%	nt	6.2%	62.7%
(more compounds)
SMILES	Dengue-2 NS5 capping	HIV peptide binding	GPR55 activation	KOR beta-arrestin-1	GPR35 antagonists	GPR55 LPI antagonism	West Nile virus CPE	KOR beta-arrestin-2	NOD1 NF-kB reporter
Cc1cc(C)c(S(=O)(=O)NCc2ccc3c(c2)OCO3)cc1C	3.1%	-0.3%	-0.2%	-11.6%[20 µM]	4.8%	-2.5%	0.4%	-6.3%	12.6%
CCCCn1[nH]c(-c2ccccc2)cc1=O	-0.7%	2.0%	-0.4%	nt	15.1%	-10.8%	-0.5%	2.9%	39.6%
COc1cccc(-n2nnnc2SCC(=O)Nc2ccc3c(c2)OCCO3)c1	3.7%	2.5%	0.3%	-12.2%	10.8%	-0.7%	nt	0.8%	-29.7%
O=C(/C=C/c1ccc2c(c1)OCO2)NCc1ccncc1	3.1%	-2.0%	-0.1%	-2.7%	10.6%	-0.3%	0.9%	0.6%	-4.9%
Cc1nc(C)c(-c2ccc(SCC(=O)Nc3ccc(F)cc3F)nn2)s1	-3.3%	0.2%	0.0%	-24.0%	2.5%	-11.6%	-0.1%	3.5%	-6.9%
O=C1CCC(=O)N1CNc1cccnc1	6.4%	0.6%	-0.2%	17.6%	-6.3%	14.3%	-0.3%	11.6%	-0.4%
Cn1c(=O)c2cc3c(nc2n(C)c1=O)CC(c1ccccc1)CC3=O (stereo unspecified)	-0.8%	-3.5%	0.2%	0.2%	-1.3%	-17.0%	-0.6%	9.7%	1.3%
COc1ccc(S(=O)(=O)N2CCOCC2)cc1NC(=O)COC(=O)c1ccc(C)s1	-0.7%	0.3%	-0.4%	17.0%	-13.3%	11.9%	-0.4%	-7.8%	-3.5%
COc1ccc(N2CCN(CC(=O)NCc3ccc(Cl)cc3)CC2)cc1	0.8%	0.1%	-0.1%	-8.2%	-0.5%	-5.1%	-1.4%	4.5%	-0.7%
Cc1ccc(CNC(=O)C2CC(=O)N(C3CCCCCC3)C2)cc1 (stereo unspecified)	-1.5%	0.1%	1.0%	-46.8%	-11.1%	-4.5%	0.7%	8.6%	9.2%
COC(=O)C(NC(=O)COc1ccccc1)(Nc1nc2c(s1)CCCC2)C(F)(F)F (stereo unspecified)	-5.5%	1.2%	-0.3%	-17.5%	21.7%	8.3%	-0.4%	1.0%	-3.7%
CC(C)(C)C(=O)N(Cc1ccccc1)c1ccccn1	-7.6%	-0.1%	-0.1%	5.4%	-1.9%	-5.5%	-0.2%	-2.5%	-13.0%
Cc1cccc(OCc2ccc(C(=O)Nc3cc(C)on3)o2)c1	3.2%	-0.4%	nt	-15.0%	-8.4%	-7.4%	-1.9%	1.5%	-5.0%
Clc1ccc(N2CCN(Cc3ccc(Br)o3)CC2)cc1	nt	-0.2%	-0.4%	-14.8%[20 µM]	3.0%	-2.7%	-0.7%	-0.7%	-9.8%
O=C(Nc1ccc2oc(-c3cccnc3)nc2c1)c1cc2ccccc2o1	1.3%	-0.7%	0.6%	-10.8%	-4.7%	-1.1%	0.2%	-2.3%	-16.3%
CC1SCCN1S(=O)(=O)c1ccc2ccccc2c1 (stereo unspecified)	-7.4%	-1.4%	-0.2%	-16.5%	-1.0%	1.8%	0.4%	-3.2%	-0.3%
NC(=O)c1ccccc1NC(=O)CN1CCCCCC1	-1.0%	-0.7%	-0.1%	5.4%	8.8%	8.9%	-0.1%	5.6%	-4.6%
O=C1Nc2ccccc2C1C(C[N+](=O)[O-])c1ccccn1 (stereo unspecified)	-5.4%	1.1%	0.3%	-15.8%	7.8%	0.5%	-0.3%	1.3%	-6.0%
O=C(Nc1ccc(CN2CCS(=O)(=O)CC2)cc1)c1ccccc1	6.1%	1.0%	-0.1%	0.1%	7.8%	3.7%	0.1%	-0.5%	-8.7%
CS(=O)(=O)C1=C(O)C(=O)N(c2ccccc2)C1c1ccccc1 (stereo unspecified)	-2.2%	-1.4%	-0.1%	19.5%	-4.4%	2.4%	0.5%	-5.7%	-27.2%
O=c1c2ccccc2nc2n1CCCN2	-10.8%	-1.1%	-0.2%	8.2%	-6.8%	12.7%	-0.1%	-1.5%	-29.6%
CCC1(C)Cc2c(sc3c2c(=O)n(C)c2nnc(SCc4ccccc4)n32)CO1 (stereo unspecified)	-4.2%	-2.4%	-0.4%	24.7%	14.0%	-2.9%	-0.1%	-1.2%	-7.0%
CCCSc1nc(N)nc(-c2cccs2)c1C#N	-4.9%	1.7%	-0.1%	-28.3%	12.2%	-32.6%	-0.2%	11.6%	-3.6%
Cc1ccc2ccccc2c1NC(=O)Cn1nnc(-c2cccnc2)n1	-5.2%	0.2%	-0.2%	-36.6%[20 µM]	10.3%	-3.5%	0.5%	nt	-10.7%
O=[N+]([O-])c1ccccc1N/N=C1\CC2CC=CC12 (stereo unspecified)	-0.8%	-2.5%	-0.2%	3.6%	3.5%	6.4%	-0.8%	-1.4%	-32.0%
CCOc1ccc(C2/C(=C(/O)c3ccc4c(c3)CC(C)O4)C(=O)C(=O)N2CCCn2ccnc2)cc1 (stereo unspecified)	-2.6%	-2.0%	-0.2%	1.8%	-23.0%	-12.5%	0.2%	3.5%	-10.2%
COc1ccccc1C(=O)Nc1ccc(C2=NNC(=O)CC2C)cc1 (stereo unspecified)	2.5%	1.5%	0.7%	-26.9%	-1.8%	-16.6%	0.7%	0.4%	-40.6%
Cn1cnc([N+](=O)[O-])c1NC(C)(C)C	0.0%	-1.2%	-0.1%	-41.6%	2.2%	3.0%	-0.1%	-2.7%	-1.6%
COc1ccccc1CN(CC(=O)NCc1ccc2c(c1)OCO2)C(=O)c1ccc2c(c1)OCCO2	-2.0%	-4.0%	-0.4%	-1.5%	12.5%	10.1%	0.0%	-5.3%	-36.6%
CCN(Cc1cc2ccccc2[nH]c1=O)S(=O)(=O)c1ccccc1	-4.8%	-2.7%	-0.2%	-8.8%	-6.9%	1.6%	-1.2%	-2.5%	-15.5%
